Screening results from PubChem.
MgcRacGAP inhibition = MgcRacGAP GTPase-activating activity inhibitors, confirmation, biochemical, ADP Hunter fluorescence | Rac GTPase-activating protein 1 (Homo sapiens) | inhibition, % at 30 µM, or IC50 in µM where a hit was titrated | hit rate 0.6% among 340,000 | AID 624330, 2012 | MgcRacGAP-stimulated Rac1 GTP hydrolysis, ADP Hunter fluorescence; higher % means a stronger effect; GST-tagged Rac1 F28L mutant substrate;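 active means first-screen hits whose inhibition reached a set limit at any dose in the follow-up dose series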;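 further: fluorescence reports GDP produced by GAP-driven GTP hydrolysis; strong numbers were not always called active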
LYP inhibition = inhibitors of LYP phosphatase, biochemical, fluorescence intensity, uHTS (AID 1779). Tyrosine-protein phosphatase non-receptor type 22 (Homo sapiens). recombinant LYP phosphatase, fluorescence intensity; higher % means a stronger effect. inhibition, % at 11.5 µM; hits with a dose series show IC50 in µM. hit rate 0.054% among 290,000; in the data active means inhibition above about 50%;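 further: plate controls were vehicle with enzyme for no effect and no enzyme for full effect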
GPR55 antagonists = GPR55 antagonists blocking LPI-driven arrestin recruitment, primary screen, imaging, U2OS, beta-arrestin-GFP, LPI agonist (AID 2013); G-protein coupled receptor 55 (Homo sapiens); inhibition, % at 10 µM, or IC50 in µM where a hit was titrated; hit rate 0.13% among 290,000; U2OS GPR55 beta-arrestin-GFP translocation imaging, LPI antagonism; higher % means a stronger effect;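 active means spots per cell inhibited over 60%, with over 100 cells counted and total cytoplasm intensity under 500,000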;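 further: U2OS cells stably carrying GPR55 and arrestin-GFP stimulated by 5 µM LPI near EC80; imaged beta-arrestin-GFP aggregate spots per cell after agonist stimulation; plate controls were LPI-stimulated DMSO wells for no effect and DMSO wells without LPI for full effect; some results filed as inactive read as strong as hits; confirmed hits need IC50 under 10 µM and bright autofluorescent wells are also inconclusive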
NTR1 ag = agonists of NTR1, primary screen, imaging, U2OS cells, beta-arrestin-GFP, high content (AID 493036); Neurotensin receptor type 1 (Homo sapiens), P30989; NTR1-U2OS beta-arrestin-GFP spot imaging, agonist mode; activation, % at 20 µM; hit rate 0.17% among 330,000;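 active means activation at or above 40% of the spot to cytoplasm intensity ratio, with at least 20 cells analyzed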;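 further: 0% = DMSO without peptide and 100% = 100 nM NTR1 peptide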
Target sequence (P30989 whole entry, looked up): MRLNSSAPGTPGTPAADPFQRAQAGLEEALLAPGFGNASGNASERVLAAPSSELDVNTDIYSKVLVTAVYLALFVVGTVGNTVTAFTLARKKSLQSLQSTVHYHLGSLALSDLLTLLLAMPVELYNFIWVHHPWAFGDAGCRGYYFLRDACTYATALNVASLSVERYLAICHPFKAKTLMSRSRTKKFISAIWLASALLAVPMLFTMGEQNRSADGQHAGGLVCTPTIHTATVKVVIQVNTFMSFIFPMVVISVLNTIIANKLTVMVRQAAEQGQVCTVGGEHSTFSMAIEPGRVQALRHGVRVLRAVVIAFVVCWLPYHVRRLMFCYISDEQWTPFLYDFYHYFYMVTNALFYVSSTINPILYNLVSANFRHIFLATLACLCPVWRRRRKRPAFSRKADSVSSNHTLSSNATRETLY
Lipid droplet = inhibitors of hepatocyte lipid droplet formation, primary screen, imaging, high-throughput imaging, BODIPY stain; AML12 mouse hepatocytes, oleate lipid droplets; inhibition, % at 6.5 µM; hit rate 0.4% among 240,000;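 active means lipid droplet intensity inhibited by at least 50%, with more than 500 cells counted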
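System: AML12 hepatocytes (mouse). Probe or stimulus: oleic acid at 100 µM to induce lipid droplet formation. Times: overnight treatment with compound plus oleate. Detection: Image-based BODIPY and DAPI two-channel analysis. Evaluation: percent inhibition of filter-corrected integrated lipid droplet intensity per well.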
T cell HTS = modulators of CD8 T cell-vesicle binding, primary screen, mouse 2C CD8+ T cells, flow cytometry; 2C CD8+ T cell-vesicle binding; stronger effect = lower value; calls only at 7 µM; hit rate 0.068% among 330,000; AID 2052, 2009;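 active means response, share of CD8 T cells binding vesicles, and their 90th percentile fluorescence all below set limits, cut at about 80% in these data, passing the limit was not always enough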
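Assay system – 2C mouse CD8+ T cells · Also added – QL9-loaded Drosophila micro-vesicles · Timing – Cell–vesicle co-incubation 1.5 h at 37 °C, staining 20 min on ice · Signal – flow cytometry of vesicle-bound cells · Measure – percent CD8+ FL2 mean versus row control · Controls – Peptide-free naked vesicles (low) and QL9 vesicles with 0.7% DMSO vehicle (high)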
Large T inhibition = SV40 large T antigen inhibitors, biochemical (AID 1903). one-dose inhibition, % at 20 µM; IC50 in µM for titrated hits. hit rate 0.39% among 310,000. SV40 large T antigen ATPase/helicase inhibition assay; higher % means a stronger effect; in the data active means a potency from the dose series; further: strong numbers were not always called active
GPR55 beta-arrestin = GPR55 agonists via beta-arrestin recruitment, primary screen, imaging, U2OS cells, beta-arrestin-GFP redistribution (AID 1961). G-protein coupled receptor 55 (Homo sapiens). one-dose activation, % at 10 µM; EC50 in µM for titrated hits. hit rate 0.048% among 290,000. U2OS GPR55 beta-arrestin-GFP redistribution imaging; higher % means a stronger effect;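 active means activation above 40% with more than 50 cells counted in the well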;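 further: U2OS osteosarcoma cells stably expressing GPR55 and beta-arrestin-GFP; plate controls were DMSO negative control for no effect and LPI positive control for full effect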
GPR35 arrestin U2OS = GPR35 antagonists blocking zaprinast-driven arrestin recruitment, primary screen, imaging, U2OS, beta-arrestin-GFP, zaprinast agonist (AID 2058); hit rate 0.052% among 290,000; one-dose inhibition, % at 10 µM; IC50 in µM for titrated hits; G-protein coupled receptor 35 (Homo sapiens); U2OS GPR35 beta-arrestin-GFP translocation imaging, zaprinast antagonism; higher % means a stronger effect;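 active means inhibition of at least 50% with at least 30 cells and total cytoplasm GFP at most 10,000,000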
Lipid droplet cells 6.5 µM = further read-out of Lipid droplet, marked with its call; cell count; measured here: cell count, cytotoxicity flag;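 cells counted across two imaged fields per well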
T cell HTS vesicle-bound % = recorded beside T cell HTS, whose call it bears; double positive events, %; measured here: CD8+ vesicle-bound cell fraction;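 binding gate set so that unloaded-vesicle control wells show 10% double positive cells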
NTR1 ag cell count 20 µM = also measured in NTR1 ag; calls as there; cell count; measured here: cell count, cytotoxicity flag
* = called active by the depositor. Not a hit list (roughly 1.8% active in at least one column).

Screening Nc1nonc1-n1nnc(C(=O)N/N=C/c2cccnc2)c1CSc1ccc(Cl)cc1 returned MgcRacGAP inhibition 13%, LYP inhibition -10%, GPR55 antagonists 3%, NTR1 ag 6.1, Lipid droplet 13, T cell HTS inactive, Large T inhibition 18%, GPR55 beta-arrestin -0.1%, GPR35 arrestin U2OS -3%, Lipid droplet cells 6.5 µM 727, T cell HTS vesicle-bound % 15 and NTR1 ag cell count 20 µM 60.
`Cc1cc(NC(=O)CS(=O)(=O)c2cn(Cc3ccccc3Cl)c3ccccc23)no1` gave MgcRacGAP inhibition -1%, LYP inhibition 6%, GPR55 antagonists -3%, NTR1 ag 2.3, Lipid droplet -43, T cell HTS inactive, Large T inhibition 2%, GPR55 beta-arrestin -0.3%, GPR35 arrestin U2OS -3%, Lipid droplet cells 6.5 µM 570, T cell HTS vesicle-bound % 11 and NTR1 ag cell count 20 µM 62.
Screening O=C(c1cccc(S(=O)(=O)N2CCCCCC2)c1)N1CCN(c2ccccc2F)CC1 returned MgcRacGAP inhibition 2%, LYP inhibition -4%, GPR55 antagonists -4%, NTR1 ag 1.9, Lipid droplet 1, T cell HTS inactive, Large T inhibition -3%, GPR55 beta-arrestin 0.0%, GPR35 arrestin U2OS -20%, Lipid droplet cells 6.5 µM 829, T cell HTS vesicle-bound % 18 and NTR1 ag cell count 20 µM 49.
`O=C(CS(=O)CC(=O)N(CC(=O)NC1CCCC1)c1ccc2c(c1)OCCO2)Nc1ccc(F)cc1` (stereo not given) gave MgcRacGAP inhibition 9%, LYP inhibition -5%, GPR55 antagonists -22%, NTR1 ag -0.1, T cell HTS inactive, Large T inhibition -4%, GPR55 beta-arrestin -0.1%, GPR35 arrestin U2OS 0%, T cell HTS vesicle-bound % 13 and NTR1 ag cell count 20 µM 78.
`Clc1ccc(-c2cccs2)nn1` gave MgcRacGAP inhibition 1%, LYP inhibition 1%, GPR55 antagonists 11%, NTR1 ag -0.4, Lipid droplet 20, T cell HTS inactive, Large T inhibition 11%, GPR55 beta-arrestin 1.3%, GPR35 arrestin U2OS 17%, Lipid droplet cells 6.5 µM 744, T cell HTS vesicle-bound % 62 and NTR1 ag cell count 20 µM 66.
Screening c1ccc2c(c1)[nH]c1c(N3CCN(C4CCCCC4)CC3)ncnc12 returned MgcRacGAP inhibition 5%, NTR1 ag -0.6, T cell HTS inactive, Large T inhibition 3%, T cell HTS vesicle-bound % 18 and NTR1 ag cell count 20 µM 78.
`COc1ccc(C2/C(=C(\O)c3ccc4c(c3)OCCO4)C(=O)C(=O)N2Cc2cccnc2)cc1` (stereo not given) gave MgcRacGAP inhibition 6%, LYP inhibition -4%, GPR55 antagonists -10%, NTR1 ag -0.3, Lipid droplet 10, T cell HTS inactive, Large T inhibition 8%, GPR55 beta-arrestin 0.2%, GPR35 arrestin U2OS 11%, Lipid droplet cells 6.5 µM 772, T cell HTS vesicle-bound % 42 and NTR1 ag cell count 20 µM 58.
Screening CCN(CC)CC(=O)Nc1ccc2c(c1)N(C(=O)CN(CC)CC)c1ccccc1CC2 returned MgcRacGAP inhibition 1%, LYP inhibition -1%, GPR55 antagonists 16%, NTR1 ag -0.5, Lipid droplet -10, T cell HTS inactive, Large T inhibition 14%, GPR55 beta-arrestin -0.1%, GPR35 arrestin U2OS -9%, Lipid droplet cells 6.5 µM 697, T cell HTS vesicle-bound % 49 and NTR1 ag cell count 20 µM 52.
Cc1nn(-c2ccccc2)c(C)c1C(=O)NCCc1ccc(Cl)cc1 was read as MgcRacGAP inhibition 4%, LYP inhibition -9%, GPR55 antagonists -10%, NTR1 ag -0.5, Lipid droplet -26, T cell HTS inactive, Large T inhibition 12%, GPR55 beta-arrestin 0.0%, GPR35 arrestin U2OS -1%, Lipid droplet cells 6.5 µM 602, T cell HTS vesicle-bound % 66 and NTR1 ag cell count 20 µM 68.
COc1ccccc1C(=O)Nc1ccc(S(=O)(=O)N2CCCCC2c2cccnc2)cc1 (stereo not given) was read as MgcRacGAP inhibition 6%, LYP inhibition 7%, GPR55 antagonists 5%, NTR1 ag 0.6, Lipid droplet -1, T cell HTS inactive, Large T inhibition 9%, GPR55 beta-arrestin -0.2%, GPR35 arrestin U2OS -2%, Lipid droplet cells 6.5 µM 713, T cell HTS vesicle-bound % 55 and NTR1 ag cell count 20 µM 69.
Screening Cc1cc(NC(=O)CSc2cn(CCNC(=O)c3ccc(Cl)cc3)c3ccccc23)no1 returned MgcRacGAP inhibition 6%, LYP inhibition 4%, GPR55 antagonists -2%, NTR1 ag 4.1, Lipid droplet -1, T cell HTS inactive, Large T inhibition 2%, GPR55 beta-arrestin 0.2%, GPR35 arrestin U2OS 8%, Lipid droplet cells 6.5 µM 706, T cell HTS vesicle-bound % 50 and NTR1 ag cell count 20 µM 72.
Nc1nc(NCCO)nc(NCc2ccccc2)c1[N+](=O)[O-] was read as MgcRacGAP inhibition 7%, LYP inhibition -5%, GPR55 antagonists 10%, NTR1 ag -0.9, Lipid droplet 4, T cell HTS inactive, Large T inhibition 5%, GPR55 beta-arrestin 0.0%, GPR35 arrestin U2OS -3%, Lipid droplet cells 6.5 µM 415, T cell HTS vesicle-bound % 32 and NTR1 ag cell count 20 µM 92.
`CCOC(=O)C1=C(C)N=C(SC)N(C)C1c1ccccc1` (stereo not given) gave MgcRacGAP inhibition 10%, LYP inhibition -4%, GPR55 antagonists 11%, NTR1 ag 2.0, T cell HTS inactive, Large T inhibition 2%, GPR55 beta-arrestin 0.3%, GPR35 arrestin U2OS 15%, T cell HTS vesicle-bound % 8 and NTR1 ag cell count 20 µM 56.
`COc1ccc(NC(=O)c2cccc3ccccc23)cc1` gave MgcRacGAP inhibition -1%, LYP inhibition -12%, GPR55 antagonists -3%, NTR1 ag 2.8, Lipid droplet -3, T cell HTS inactive, Large T inhibition -8%, GPR55 beta-arrestin 0.3%, GPR35 arrestin U2OS -9%, Lipid droplet cells 6.5 µM 804, T cell HTS vesicle-bound % 45 and NTR1 ag cell count 20 µM 69.
Screening COc1cccc(C2CC(c3ccc(C(C)C)cc3)n3nc(N)nc3N2)c1 (stereo not given) returned MgcRacGAP inhibition 6%, LYP inhibition 0%, GPR55 antagonists 4%, NTR1 ag 5.1, T cell HTS inactive, Large T inhibition 5%, GPR55 beta-arrestin -0.2%, GPR35 arrestin U2OS 3%, T cell HTS vesicle-bound % 27 and NTR1 ag cell count 20 µM 48.
For CCOC(=O)N1CCN(C(=S)NC(=O)C23CC4CC(CC(C4)C2)C3)CC1 the results were LYP inhibition -2%, GPR55 antagonists 26%, NTR1 ag -0.2, Lipid droplet 2, T cell HTS inactive, Large T inhibition 0%, GPR55 beta-arrestin -0.1%, GPR35 arrestin U2OS -1%, Lipid droplet cells 6.5 µM 694, T cell HTS vesicle-bound % 67 and NTR1 ag cell count 20 µM 51.
`Cc1occc1-c1nnc(SCC(=O)N2CCOCC2)o1` gave MgcRacGAP inhibition 4%, LYP inhibition -4%, GPR55 antagonists 4%, NTR1 ag -0.1, Lipid droplet -1, T cell HTS inactive, Large T inhibition 1%, GPR55 beta-arrestin -0.4%, GPR35 arrestin U2OS 0%, Lipid droplet cells 6.5 µM 661, T cell HTS vesicle-bound % 48 and NTR1 ag cell count 20 µM 81.
Screening CCOc1ccc(CCNC(=O)c2nn(C)c3c2CS(=O)(=O)c2ccccc2-3)cc1OCC returned MgcRacGAP inhibition 7%, LYP inhibition -10%, GPR55 antagonists 11%, NTR1 ag 2.0, Lipid droplet 15, T cell HTS inactive, Large T inhibition 7%, GPR55 beta-arrestin -0.2%, GPR35 arrestin U2OS -2%, Lipid droplet cells 6.5 µM 727, T cell HTS vesicle-bound % 47 and NTR1 ag cell count 20 µM 70.
For Clc1ccc(-c2cn3ccccc3n2)cc1 the results were MgcRacGAP inhibition 3%, LYP inhibition -6%, GPR55 antagonists -18%, NTR1 ag 0.9, Lipid droplet 6, T cell HTS inactive, Large T inhibition -2%, GPR55 beta-arrestin -0.2%, GPR35 arrestin U2OS 11%, Lipid droplet cells 6.5 µM 795, T cell HTS vesicle-bound % 67 and NTR1 ag cell count 20 µM 56.
COc1cccc(CNC(=O)c2cccc(NC(=O)C3=C(C)OCCS3)c2)c1 was read as MgcRacGAP inhibition 4%, LYP inhibition -12%, GPR55 antagonists -4%, NTR1 ag -0.8, Lipid droplet -20, T cell HTS inactive, Large T inhibition 13%, GPR55 beta-arrestin -0.1%, GPR35 arrestin U2OS 2%, Lipid droplet cells 6.5 µM 775, T cell HTS vesicle-bound % 53 and NTR1 ag cell count 20 µM 98.
`Fc1cccc(F)c1/C=N/Nc1ccccn1` gave MgcRacGAP inhibition 4%, LYP inhibition 8%, GPR55 antagonists 4%, NTR1 ag -0.3, Lipid droplet 34, T cell HTS inactive, Large T inhibition 0%, GPR55 beta-arrestin 0.2%, GPR35 arrestin U2OS -5%, Lipid droplet cells 6.5 µM 750, T cell HTS vesicle-bound % 53 and NTR1 ag cell count 20 µM 31.
`CC(C(=O)N1CCN(Cc2ccc3c(c2)OCO3)CC1)c1ccc([N+](=O)[O-])cc1` (stereo not given) gave MgcRacGAP inhibition 4%, LYP inhibition -9%, GPR55 antagonists 11%, NTR1 ag -0.8, Lipid droplet -14, T cell HTS inactive, Large T inhibition 13%, GPR55 beta-arrestin -0.1%, GPR35 arrestin U2OS -2%, Lipid droplet cells 6.5 µM 678, T cell HTS vesicle-bound % 49 and NTR1 ag cell count 20 µM 81.
`C#CC1CN(Cc2ccccc2)CC(C#C)N1C` (stereo not given) gave MgcRacGAP inhibition 4%, LYP inhibition -3%, GPR55 antagonists 20%, NTR1 ag 1.1, T cell HTS inactive, Large T inhibition 7%, GPR55 beta-arrestin 0.0%, GPR35 arrestin U2OS -5%, T cell HTS vesicle-bound % 11 and NTR1 ag cell count 20 µM 85.
